Mtb FBA inh: Mtb fructose-bisphosphate aldolase inhibition; P9WQA3; 2.3% of 360,000 active; AID 588726; inhibition, % at 1 µM; purified M. tuberculosis FBA, fluorescence read-out; in the data active = inhibition above about 27%;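 note: 0% = vehicle and 100% = reference inhibitor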
Target sequence (P9WQA3 whole entry, looked up): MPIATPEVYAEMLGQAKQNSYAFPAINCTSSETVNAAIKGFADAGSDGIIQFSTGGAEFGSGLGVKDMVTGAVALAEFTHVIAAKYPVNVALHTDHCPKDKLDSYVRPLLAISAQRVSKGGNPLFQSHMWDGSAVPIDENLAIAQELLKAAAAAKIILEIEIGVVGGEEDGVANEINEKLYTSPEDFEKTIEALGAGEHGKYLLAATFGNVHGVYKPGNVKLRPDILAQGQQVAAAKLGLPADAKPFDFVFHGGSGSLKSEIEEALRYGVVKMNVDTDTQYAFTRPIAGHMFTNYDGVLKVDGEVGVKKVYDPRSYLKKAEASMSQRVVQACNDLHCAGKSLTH
GDH-TPI counter: counter-screen for M. tuberculosis FBA inhibitors: GDH-TPI coupled enzymes; GDH-TPI coupled enzyme counterscreen, NADH absorbance; inhibition, % at 4.8 µM; 1.2% of 360,000 active; AID 588335;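 note: 0% = DMSO wells and 100% = wells lacking the enzyme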
FadD28 binding: M. tuberculosis FadD28 bisubstrate binding inhibition; FadD28 bisubstrate probe binding, fluorescence polarization; inhibition, % at 12.5 µM; 0.22% of 360,000 active; in the data active = inhibition above about 8.5%, passing the limit was not always enough; inconclusive = no clear call, values can overlap the other calls
BoNT-F LC inh: inhibitors of Botulinum neurotoxin F light chain protease; Multiplex microsphere protease cleavage assay, flow cytometry; inhibition, % at 10 µM; 0.22% of 360,000 active; in the data active = inhibition above about 35%, passing the limit was not always enough; inconclusive = no clear call, values can overlap the other calls; note: plate controls were buffer without enzyme for full effect and enzyme alone for no effect
BoNT-A LC inh2: BoNT A light chain protease inhibition; multiplex microsphere protease substrate cleavage, flow cytometry; 0.17% of 360,000 active; inhibition, % at 10 µM; in the data active = inhibition above about 30%; inconclusive = no clear call, values can overlap the other calls; note: plate controls were buffer without enzyme for full effect and enzyme alone for no effect
PrPC TRFRET: reduces human prion protein on the cell surface; inhibition, % at 13.8 µM; 0.43% of 370,000 active; P04156; cell surface PrPC, TR-FRET read-out; AID 720596; in the data active = inhibition above about 24%; note: 0% = median of the test wells and 100% = reference compound wells
CCHFV vOTU inh: CCHFV vOTU protease inhibition | inhibition, % at 11.5 µM | 0.55% of 370,000 active | Pep-AMC fluorescence | AID 651958; note: 0% = vehicle wells with enzyme and 100% = no enzyme wells
Mtb UGM inh: inhibitors of M. tuberculosis UDP-galactopyranose mutase. P9WIQ1. purified UGM, fluorescence polarization probe displacement. inhibition, % at 10 µM. 0.06% of 320,000 active. AID 504406; in the data active = inhibition above about 10%, passing the limit was not always enough; inconclusive = no clear call, values can overlap the other calls
Target sequence (P9WIQ1 whole entry, looked up): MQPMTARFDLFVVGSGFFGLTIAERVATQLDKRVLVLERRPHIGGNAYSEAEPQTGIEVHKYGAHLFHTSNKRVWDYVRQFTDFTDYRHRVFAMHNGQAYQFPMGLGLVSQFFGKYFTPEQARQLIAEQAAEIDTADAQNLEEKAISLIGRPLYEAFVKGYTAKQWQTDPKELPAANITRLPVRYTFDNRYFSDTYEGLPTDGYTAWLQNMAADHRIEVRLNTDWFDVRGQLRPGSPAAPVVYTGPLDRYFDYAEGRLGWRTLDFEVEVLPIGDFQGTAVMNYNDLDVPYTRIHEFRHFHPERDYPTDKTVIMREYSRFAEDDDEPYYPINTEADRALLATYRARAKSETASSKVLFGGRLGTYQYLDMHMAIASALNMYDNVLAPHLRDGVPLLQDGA
BioA inh: BioA (M. tuberculosis) enzyme inhibition; purified M. tuberculosis BioA enzyme, plate reader; inhibition, % at 9.99 µM; 0.096% of 360,000 active; in the data active = inhibition above about 40%; inconclusive = no clear call, values can overlap the other calls
* marks the source's active call; other numbers are inactive results; ? = inconclusive; / = no result given; & = joins results of further samples. Cut-off read from the data, not from the text of the source, unless noted: active = inhibition above about 30%; inactive = the rest.

SMILES	Mtb FBA inh	GDH-TPI counter	FadD28 binding	BoNT-F LC inh	BoNT-A LC inh2	PrPC TRFRET	CCHFV vOTU inh	Mtb UGM inh	BioA inh
Cc1ccc(CN2C(=O)C(CC(C)C)Nc3ncnc(N4CCN(c5ccccc5)CC4)c32)cc1 (configuration not stated)	2.5&2.0	16.0	-2.1&-1.4	-6.2&-6.0	-1.0&0.2	3.9&6.7	18.0&14.9	0.5	-2.3&1.1
CC1CCN(c2c(NCC3CCC(C(=O)NCc4ccc(F)cc4)CC3)c(=O)c2=O)CC1 (configuration not stated)	-5.1	3.7	-3.0	2.4	-0.4	-2.0	15.7	1.9	-0.7
CCOC(=O)Cc1csc(NC(=O)COc2ccccc2)n1	2.8	0.6	0.2	-2.8	-1.8	4.7	-2.9	3.2	/
CCN(C(=O)COC(=O)CNC(=O)c1ccc(C)s1)c1ccccc1	0.5	-6.4	-3.6	-4.1	-0.4	-4.9	15.9	-1.4	/
COc1ccc(C2=NOC(C(=O)Nc3ccc4c(c3)OCCO4)C2)cc1OC (configuration not stated)	4.1	2.6	-1.0	0.0	-0.8	-2.6	2.5	-0.4	6.6
CCc1nnc(NC(=O)CSc2nnc(COc3cccc(C)c3)o2)s1	-0.6	3.4	-0.2	0.4	0.0	2.9	0.4	-0.5	/
CCOC(=O)NN1C(=O)c2ccccc2NC12CCCC2	58.6*	4.8	-1.8	2.3	0.1	-7.5	-94.3	0.3	/
O=C(CC(=O)Nc1ccccc1[N+](=O)[O-])Nc1ccccc1[N+](=O)[O-]	3.6	6.0	?	19.4	2.4	-13.2	7.0	-1.7	6.9
Cc1ccc(OC(=O)CCNC(=O)c2ccccc2Cl)c(Br)c1	3.4	4.5	-2.9	-4.1	0.8	4.8	-15.1	0.9	/
CC/C(=N\N1CCCCC1)c1c(O)[nH]c(=O)[nH]c1=O	0.5	3.4	-2.6	0.4	0.0	5.0	-1.5	0.8	/
COc1ccccc1-c1nnc(SCC(=O)Nc2cc(C)on2)o1	0.9	-7.8	-2.9	3.3	0.5	1.3	-13.5	0.1	-0.1
Nc1[nH]c(=O)[nH]c(=O)c1N=Nc1ccccc1Cl	0.8	17.2	-0.8	4.8	0.0	-1.1	4.0	2.9	-0.8
CC(C)(C)NC[C@H](O)COc1cccc2c1CCCC2=O	2.3	-0.5	-1.1	1.2	-1.9	2.8	-1.3	2.6	0.1
CCCn1c(=O)c(C(=O)Nc2ccccc2C(=O)OCC)c(O)c2ccccc21	2.4	-7.1	-3.3	-6.6	-0.4	/	/	-0.2	-0.3
Cc1nn(CC(=O)N2CCN(c3ccccc3)CC2)c(=O)c2cccn12	-0.1	3.9	0.3	1.9	0.2	2.7	-3.1	1.1	1.2
CCN(CCn1cccn1)Cc1cn[nH]c1-c1cccc2ccccc12	1.6	-1.3	-4.2	-4.8	-0.6	-10.5	-4.5	0.0	/
O=S(=O)(Nc1ccc2ccccc2n1)c1ccccc1Cl	13.1	-1.4	-5.3	0.2	0.0	13.1	-4.0	0.9	-2.2
O=C(CCCOc1ccccc1)NCc1ccco1	2.2	0.3	-1.0	7.6	3.8	-3.7	-1.4	1.0	-0.3
COc1ccc(S(=O)(=O)N2CCN(C3Cc4ccccc4C3)CC2)cc1	-0.1	12.6	-3.5	-10.1	-0.9	3.0	-0.2	3.2	/
COc1ccc(-c2[nH]ncc2CN(C)Cc2cnccn2)c(OC)c1	-0.1	11.0	-0.7	4.2	-0.5	-0.4	-3.3	2.9	0.1
CSCCC(CO)NC(=O)OCc1ccccc1 (configuration not stated)	-0.1	-1.2	1.0	-21.8	-0.8	3.2	0.5	0.4	-2.4
O=C(C1CCN(S(=O)(=O)c2cccs2)CC1)N(c1ccccn1)C1CCCCC1	0.1	-6.6	0.1	-2.2	-1.8	-1.8	-14.7	1.4	-2.4
Cc1cccc(N2CCN(C(=O)c3ccc4ncsc4c3)CC2)c1C	0.3	7.4	-0.8	-17.7	-0.5	14.6	27.6	/	-0.3
O=C(Nc1cccc(Cl)c1)c1cccc(N2C(=O)C3CC=CCC3C2=O)c1 (configuration not stated)	-2.6	-12.8	-2.3	-12.5	-0.3	-1.4	8.9	-2.4	0.2
CC(C)c1ccc(-c2c(NCCc3ccccc3)c(=O)c2=O)cc1	1.8	9.3	-2.2	-23.7	-2.5	-16.4	7.3	-2.0	/
CC1=CC2=NC(=O)CC(C)(C(=O)N(CC(=O)NC(C)(C)C)Cc3cccs3)N2C=C1 (configuration not stated)	101.0*	20.0	-0.6	2.6	-0.3	-4.6	-36.4	1.7	-1.1
CCCCn1c(N)c(N(CC(C)C)C(=O)Cc2ccc3c(c2)OCCO3)c(=O)[nH]c1=O	4.2	12.0	-1.9	14.6	2.8	0.1	-9.0	2.0	/
Cc1onc(-c2ccccc2)c1C(=O)N1CCCCCC1	1.2	-3.1	-0.7	-9.8	1.7	1.8	10.2	-3.3	0.9
Cc1ccc(NC(=O)C2CCCN(S(=O)(=O)c3cccc4nonc34)C2)cc1 (configuration not stated)	-3.1	3.0	0.8	-4.2	-2.0	-4.3	-12.9	-0.4	-0.6
O=C1C=C(NCc2ccc(Cl)c(Cl)c2)C2(CCCCC2)O1	-1.4	5.6	-4.7	-2.4	-1.0	3.9	2.5	0.6	0.6
O=C(COC(=O)c1cc(S(=O)(=O)N2CCCCC2)ccc1N1CCOCC1)c1ccccc1Cl	3.4	-4.0	-1.5	4.1	0.2	3.0	-4.8	/	-0.5
CCNc1nc(NC(C)(C)C)nc(N(CC)n2cnnc2)n1	-0.7	9.6	0.7	1.6	1.2	2.2	1.1	-1.0	-0.7
COC(=O)c1ccsc1NC(=O)CSc1nnnn1-c1ccccc1SC	2.1	7.5	-1.2	-4.0	-3.6	9.8	-0.8	-1.6	-3.8
CCOC(=O)C1CCN(Cc2cnc(Oc3ccc(OC)cc3)s2)CC1	4.5	-3.9	-2.1	-5.0	-3.5	-3.7	23.9	-2.2	-1.1
COc1ccccc1C(=O)NC(CCSC)C(=O)NC1CC1 (configuration not stated)	-0.4	-0.7	-0.6	-5.5	-0.3	-7.0	8.3	-0.8	0.5
CSc1ccc(CN(C)C(=O)C23CC4CC(CC(Cl)(C4)C2)C3)cc1	-0.7	8.0	-2.1	-5.4	-1.1	-1.4	8.4	3.0	1.3
Cc1nc(C)c(-c2csc(Nc3ccccn3)n2)s1	2.2	12.2	2.8	?	-4.0	-4.1	-2.3	0.6	0.9
COc1cc(/C=N/Nc2ccc(Cl)cc2)ccc1OC(=O)c1cccs1	1.0	3.4	-2.9	-2.4	-0.2	15.4	3.3	-1.8	-0.6
CC(=O)c1cccc(NC(=O)Oc2ccccc2)c1	4.2	4.6	-1.5	0.2	-0.1	-3.0	-6.0	-0.3	3.9
CCCOc1ccc(C(C)=O)cc1Cc1c(O)[nH]c(=S)[nH]c1=O	-0.1	-4.1	-1.8	-31.9	-5.9	-0.9	5.0	0.5	1.1
Cc1ccc2ncccc2c1N	1.0	4.4	-0.8	-2.1	-0.4	-1.6	-10.7	2.6	-0.9
Cc1ccc(S(=O)(=O)NCc2cc(=O)n(C)c(=O)n2C)cc1C	-2.2	3.4	0.5	-1.5	-2.1	3.4	11.0	-0.4	-3.3
COc1ccc(OC)c(NS(=O)(=O)c2ccc(Cl)s2)c1	-0.3	5.3	-3.5	-3.7	1.2	2.5	1.2	0.5	-2.3
O=C(NCC1CCCO1)c1ccc2c(=O)n(CC3CCCO3)c(SCC(=O)N3CCCC3)nc2c1 (configuration not stated)	5.8	3.8	0.3	-3.2	1.4	6.5	6.3	-0.5	0.4
OC[C@H]1O[C@@H](n2cnc3c(Nc4ccccc4)ncnc32)[C@H](O)[C@@H]1O	2.7	7.2	-0.1	4.4	-0.1	4.3	2.7	-1.2	-0.7
Cc1cc(Cl)ccc1OCCCC(=O)Nc1cccc(-n2cnnn2)c1	2.8	2.5	-8.2	-0.9	-1.3	6.0	3.8	-0.3	-1.1
COC(=O)N1c2ccccc2C=Cc2ccccc21	1.4	-2.6	-0.3	5.8	0.7	0.4	-16.8	-1.3	-1.4
COc1cccc(CN2CCNC(=O)C2CC(=O)N(C)Cc2cnccn2)c1OC (configuration not stated)	2.2	2.8	2.7	-5.2	-2.2	-2.3	-2.7	0.4	/

Fetched by structure from the entries so far (2):
SMILES	Mtb FBA inh	GDH-TPI counter	FadD28 binding	BoNT-F LC inh	BoNT-A LC inh2	PrPC TRFRET	CCHFV vOTU inh	Mtb UGM inh	BioA inh
COC(=O)N1c2ccccc2C=Cc2ccccc21	1.4	-2.6	-0.3	5.8	0.7	0.4	-16.8	-1.3	-1.4
Cc1cccc(N2CCN(C(=O)c3ccc4ncsc4c3)CC2)c1C	0.3	7.4	-0.8	-17.7	-0.5	14.6	27.6	/	-0.3

Following part.
SMILES	Mtb FBA inh	GDH-TPI counter	FadD28 binding	BoNT-F LC inh	BoNT-A LC inh2	PrPC TRFRET	CCHFV vOTU inh	Mtb UGM inh	BioA inh
c1ccc2c(c1)C1=NCCN1c1ccccc1-2	72.6*	7.6	-2.3	-1.1	0.1	9.4	-34.1	/	/
O=S1(=O)CC=C(CSc2nc3ccccc3[nH]2)C1	1.7	1.5	2.1	-6.0	0.5	6.1	15.4	-0.6	-0.9
COC(=O)c1ccc(N2CN=C(c3ccc(C)cc3)NC2=S)cc1	-7.0	0.3	-6.4	5.2	0.0	4.6	-7.7	-2.6	/
C/C(=N\NC(=O)c1cccc(F)c1)c1ccc(Br)s1	1.3	13.6	-1.5	-3.4	-0.2	5.6	9.4	0.3	/
Cc1cccc(NCCC#N)c1	-2.8	7.2	-3.2	0.5	-0.2	-4.4	-2.6	0.2	-2.6
COc1cc(OC)c2ccc(=O)oc2c1C(CCN1CCCC(C)C1)c1ccc(N(C)C)cc1 (configuration not stated)	-0.3	17.0	-2.8	-3.0	-0.6	-1.0	6.4	-1.1	-0.5
CCOC(=O)c1c(C)nc(C)c2c(=O)oc3ccccc3c12	1.4	-2.5	-3.5	2.4	0.7	-5.8	-14.2	-0.8	/
Cc1cnc(=O)[nH]c1SCc1ccc([N+](=O)[O-])cc1	1.6	4.3	-1.7	1.9	1.0	-8.2	4.2	-0.8	1.4
COc1ccccc1CNC(=O)N[C@@H](Cc1ccccc1)C(=O)O	-0.9	8.1	-2.8	-3.7	-0.7	-0.4	14.5	2.2	-0.4
O=C(Cn1nc(C(=O)O)c2ccccc2c1=O)NCc1ccco1	1.5	1.6	-0.7	8.4	2.2	1.3	-7.0	-0.9	/
CCN(CC)S(=O)(=O)c1ccc(C)c(N=C=S)c1	5.2	-0.6	0.9	-1.7	-1.0	-2.0	-9.0	0.7	/
COc1cc(CN2C[C@@H](CO)O[C@@H](n3cnc4c(NCc5ccco5)ncnc43)C2)cc(OC)c1OC	5.1	-2.2	-1.7	-2.5	0.0	8.1	-2.9	/	1.4
Cc1nn(C(=O)c2ccco2)c(C)c1Sc1ccc(Br)cc1	-2.1	0.0	-0.8	-1.3	0.8	0.7	-3.0	-0.3	/
COc1cc(/C=C(\NC(=O)c2ccccc2)C(=O)N2CC3CC(C2)c2cccc(=O)n2C3)cc(OC)c1OC (configuration not stated)	2.4	20.8	1.3	0.2	-1.4	-11.0	1.9	-1.1	-1.5
COc1ccc(C2=NS(=O)(=O)N(C)C(C(=O)N3C(C)CCCC3C)=C2)cc1 (configuration not stated)	-0.9	13.9	-2.5	7.1	0.6	5.3	-2.6	-1.5	-1.1
Cc1cccc2cc(/C=N/NC(=O)[C@H]3C[C@@H]3c3ccccc3)c(Cl)nc12	-0.8	-6.2	-2.6	-0.6	-0.9	-3.2	-14.4	1.6	0.1
O=C1/C(=C/c2ccccc2)Nc2ccccc21	2.6	7.4	-0.3	25.9	3.6	-5.5	-3.7	-0.3	4.0
O=C(Cn1ncn2c(cc3ccccc32)c1=O)NCCc1cccs1	0.4	-1.7	-1.5	1.0	-0.8	/	/	-0.6	-1.2
CCOc1ccc2nc(NCCCNC(=O)c3cc(OC)c(OC)c(OC)c3)c(C#N)cc2c1	2.6	2.5	-1.4	-2.8	3.3	-12.6	3.2	-0.8	-1.6

Grouped by structure: the compounds so far containing a cyano group
SMILES	Mtb FBA inh	GDH-TPI counter	FadD28 binding	BoNT-F LC inh	BoNT-A LC inh2	PrPC TRFRET	CCHFV vOTU inh	Mtb UGM inh	BioA inh
Cc1cccc(NCCC#N)c1	-2.8	7.2	-3.2	0.5	-0.2	-4.4	-2.6	0.2	-2.6
CCOc1ccc2nc(NCCCNC(=O)c3cc(OC)c(OC)c(OC)c3)c(C#N)cc2c1	2.6	2.5	-1.4	-2.8	3.3	-12.6	3.2	-0.8	-1.6

Source: PubChem BioAssay
